HTR5A inv ctr: HTR5A inverse agonism, opioid heterodimer counter-screen. 340,000 tested, 0.083% active. HTR5A cell line, luminescence. P47898. inhibition, % at 9.3 µM; in the data active = inhibition mostly above about 23%, no sharp cut-off; inactive = mostly below about 18%;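 note: 0% = cells with DMSO and 100% = no-cell wells with DMSO; some compounds called inactive have numbers as strong as hits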
Target sequence (P47898 whole entry, looked up): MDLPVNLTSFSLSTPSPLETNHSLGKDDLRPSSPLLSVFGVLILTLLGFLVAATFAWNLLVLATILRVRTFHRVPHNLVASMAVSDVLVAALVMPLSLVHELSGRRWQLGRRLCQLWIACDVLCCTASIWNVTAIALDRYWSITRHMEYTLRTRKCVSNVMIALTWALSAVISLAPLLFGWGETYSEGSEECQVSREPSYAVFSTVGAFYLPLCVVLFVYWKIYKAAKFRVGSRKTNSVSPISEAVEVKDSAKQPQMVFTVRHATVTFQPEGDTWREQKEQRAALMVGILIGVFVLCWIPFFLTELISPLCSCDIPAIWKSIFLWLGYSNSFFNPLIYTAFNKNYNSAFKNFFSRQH
PKA-R2B activ: PKA-R2B complex activation; 340,000 tested, 0.079% active; activation, % at 11.4 µM; PKA-R2B holoenzyme dissociation, Cy5-IP20 fluorescence polarization; R2B truncated from residue 108, S112A mutant; 0% DMSO only, 100% 113 µM cGMP; P22694+P31323;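 active = activation above a cutoff set at the mean over all compounds plus 3 SD, cut at about 18% in these data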;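 note: higher means more holoenzyme dissociation and a rise in polarization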
PKA-R1A act: PKA-R1A complex activation; P00514+P68181; PKA-R1A dissociation, Cy5-IP20 fluorescence polarization; scaled: DMSO 0%, 113 µM cGMP 100%; activation, % at 11.4 µM; 340,000 tested, 0.083% active;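 active = percent activation above the mean of all tested compounds plus 3 SD, cut at about 19% in these data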;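 note: higher means more PKAc released from R1A so a rise in polarization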
DSG3 Ab inh: inhibitors of pemphigus antibody binding to human desmoglein-3. P32926. DSG3-coupled beads, scFv-anti-DSG3-GFP binding, flow cytometry; active compounds read low. binding (percent of control), % at 10 µM. 310,000 tested, 0.48% active;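 active = binding more than 3 SD below its plate's average and above zero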;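 note: hits lower antibody fragment binding to DSG3; some compounds called inactive have numbers as strong as hits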
OPRM1-OPRD1 inv: mu-delta opioid heterodimer inverse agonism. P35372+P41143. cell-based MOR-DOR heterodimer luminescence. inhibition, % at 9.3 µM. 340,000 tested, 0.21% active. AID 504357; in the data active = inhibition above about 22%, passing the limit was not always enough;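 note: 0% = cells with DMSO and 100% = wells without cells with DMSO; values of inactives mirror those of a sister screen read the other way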
HTR5A ag: activates human HTR5A in OPRM1-OPRD1 agonist counter-screen. P47898. HTR5A agonist assay, luminescence, cell-based. activation, % at 9.3 µM. 340,000 tested, 0.61% active; in the data active = activation mostly above about 9.5%, no sharp cut-off; inactive = mostly below about 7.6%;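 note: 0% = cells with vehicle only and 100% = reference agonist; strong numbers were not always called active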
V-ATPase pH: alters yeast V-ATPase proton transport; S. cerevisiae, pHLuorin cytosolic pH fluorescence; response, % at 10 µM; 350,000 tested, 0.37% active; in the data active = response mostly above about 7.3%, no sharp cut-off; inactive = mostly below about 5.4%; note: actives read high; inactives centre near 0; some compounds called inactive have numbers as strong as hits; reference of the scale not given here
MOR-DOR ag: agonists of human mu-delta opioid receptor heterodimerization | P35372+P41143 | cells, OPRM1-OPRD1 heterodimerization, luminescence | activation, % at 9.3 µM | 340,000 tested, 0.3% active | AID 504326; in the data active = activation above about 18%;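 note: 0% = vehicle-treated cells and 100% = reference agonist; values of inactives mirror those of a sister screen read the other way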
Arrestin-AP2 inh: inhibitors of human beta-arrestin and AP2 interaction. FITC-arrestin peptide / GST-AP2 beads, flow cytometry; AP2 beta2 appendage carries R879A mutation. inhibition, % at 10 µM. 340,000 tested, 0.31% active. AID 504490;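 active = inhibition above a set limit, near 3 SD of compounds lacking own fluorescence, cut at about 54% in these data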;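 note: plate controls were DMSO wells for no effect and 5 µM unlabelled arrestin peptide for full effect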
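System: GST-AP2 R879A glutathione beads. Medium: PBS with 0.05% Tween 20 and 0.1% BSA. Also added: FITC-arrestin peptide, 50 nM. Incubation: 12 min plus 1 h, RT. Measured by: high-throughput flow cytometry of beads, ex 488, em 535 nm. Evaluation: percent drop in bead-associated FITC signal.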
DAGLB inh: blocks human DAGLB lipase activity | 340,000 tested, 0.059% active | HEK293T DAGLB membrane lysate, EnzChek fluorogenic substrate | Q8NCG7 | inhibition, % at 5.17 µM; in the data active = inhibition above about 34%;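 note: 0% = enzyme with vehicle and 100% = wells lacking enzyme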
Target sequence (Q8NCG7 whole entry, looked up): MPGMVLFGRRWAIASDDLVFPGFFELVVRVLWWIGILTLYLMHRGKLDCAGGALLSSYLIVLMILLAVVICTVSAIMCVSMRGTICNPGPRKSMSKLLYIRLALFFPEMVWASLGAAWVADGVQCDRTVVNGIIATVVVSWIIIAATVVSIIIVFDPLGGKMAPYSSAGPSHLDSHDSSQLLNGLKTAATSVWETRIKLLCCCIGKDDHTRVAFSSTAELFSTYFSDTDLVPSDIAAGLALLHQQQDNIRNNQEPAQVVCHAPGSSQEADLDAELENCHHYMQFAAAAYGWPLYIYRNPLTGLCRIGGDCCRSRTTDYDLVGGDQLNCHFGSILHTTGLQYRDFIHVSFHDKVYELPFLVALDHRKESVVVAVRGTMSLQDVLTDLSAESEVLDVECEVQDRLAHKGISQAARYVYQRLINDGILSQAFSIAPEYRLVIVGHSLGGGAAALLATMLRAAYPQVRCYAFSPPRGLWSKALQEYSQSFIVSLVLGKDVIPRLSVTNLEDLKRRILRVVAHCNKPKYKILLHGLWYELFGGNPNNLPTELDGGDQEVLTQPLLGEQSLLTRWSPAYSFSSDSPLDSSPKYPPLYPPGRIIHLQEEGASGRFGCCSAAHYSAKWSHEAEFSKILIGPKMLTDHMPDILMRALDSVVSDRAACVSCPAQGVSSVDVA
Starred values were filed as active, the others as inactive; . = not tested or not shown. Hits appear at their usual frequency; about 2.4% have a hit in one of these screens.

The line under a structure holds: HTR5A inv ctr	PKA-R2B activ	PKA-R1A act	DSG3 Ab inh	OPRM1-OPRD1 inv	HTR5A ag	V-ATPase pH	MOR-DOR ag	Arrestin-AP2 inh	DAGLB inh
- COC(=O)c1ccc(N=Cc2c(-c3ccccc3)[nH][nH]c2=O)cc1
    -8	-5	7	103	-14	3	0	2.0	22	3
- CC(C)=CC(=O)Nc1ccc(S(=O)(=O)Nc2ccccn2)cc1
    11	-2	-6	98	5	-4	-3	-0.9	17	2
- Cc1ccc(N2CC(C(=O)Nc3ccc(C)c(S(=O)(=O)N(C)C)c3)CC2=O)cc1 (stereo not drawn)
    3	3	14	112	-3	-1	-1	0.6	6	-1
- CCCCCOc1ccc(/C=C/c2c([N+](=O)[O-])c(=O)n(C)c(=O)n2C)cc1
    -3	-2	-7	101	-5	1	3	1.1	31	-4
- COC(CNC(=O)c1c[nH]c2ccc(S(=O)(=O)N(C)c3ccc(F)cc3)cc2c1=O)OC
    10	17	-6	95	8	-3	2	-1.7	-2	3
- O=C(CNC1CCCCCC1)c1cccs1
    -17	1	1	119	33*	6	-1	-5.9	17	-3
- COc1cc2c(cc1OC)C(C)N(C(=O)c1ccc(C)o1)CC2 (stereo not drawn)
    7	-11	1	90	11	-2	0	-2.0	-4	0
- COc1ccc(C2Nc3ccccc3C(=O)N2NS(=O)(=O)c2ccccc2)c(OC)c1 (stereo not drawn)
    -3	4	-2	108	3	1	3	-0.6	35	4
- CCOc1ccccc1NC(=O)NC1CC2CCCC(C1)N2Cc1nnnn1CCc1ccccc1 (stereo not drawn)
    -5	-6	-1	102	-3	8	2	0.6	9	-4
- Cc1cc(N2CCOCC2)n2ncc(-c3ccccc3)c2n1
    -16	-11	-9	105	14	1	-2	-2.7	-4	0
- Cc1cc(C)n(-c2nc3c(c(=O)[nH]c(=O)n3C)n2C)n1
    -26	0	-4	118	-16	4	2	2.8	2	3
- COc1ccc(C2/C=C\CN(C(=O)C3CC3)[C@H](Cc3ccccc3)C(=O)N2Cc2ccc(F)cc2)cc1 (stereo partly drawn)
    8	-5	0	111	-25	-3	-9	4.6	-4	-10
- COc1cccc(C(=O)/C=C/Nc2ccc(S(=O)(=O)Nc3cc(OC)nc(OC)n3)cc2)c1
    1	-4	-4	.	3	0	-5	-0.4	6	3
- CN1C(=O)OC(C)(CCc2ccccc2)C1(C)O (stereo not drawn)
    6	1	-1	104	-4	-3	-1	0.8	5	-6
- CCC(=O)OC1(C)C(=O)C=C2C=C(C3CC3)OC=C2C1=O (stereo not drawn)
    -2	-7	-16	101	-39	1	-7	7.2	18	3
- CCC(=O)N1c2ccc(S(=O)(=O)N3CCN(c4ccc([N+](=O)[O-])cc4)CC3)cc2CC1C (stereo not drawn)
    -10	8	3	119	-2	3	-4	0.4	-11	1
- O=C(CN1CCN(C(c2ccccc2)c2ccccc2)CC1)Nc1ccc(N2CCOCC2)cc1
    6	2	3	95	5	-2	2	-1.0	3	2
- Cc1cc(C)nc(N/C(=N/S(=O)(=O)Cc2ccccc2)Nc2ccccc2)n1
    -2	5	-10	98	16	1	-1	-3.3	-2	0
- Cc1nn(-c2ccccc2)nc1C(=O)NN
    14	-7	-2	.	11	-5	-1	-2.3	5	-28
- CN1CCN(S(=O)(=O)c2cccc(C(=O)NC3(C)CCS(=O)(=O)C3)c2)CC1 (stereo not drawn)
    0	4	3	99	14	1	3	-3.6	-7	-2
- NS(=O)(=O)c1cccc2cccnc12
    -4	-11	0	108	16	1	-1	-2.9	0	-1
- COC(=O)CCCC(=O)NC1CCCc2c1cnn2-c1ccc(F)cc1F (stereo not drawn)
    -4	9	6	111	13	1	-2	-2.6	4	1
- CCN(CC)S(=O)(=O)c1ccc(Cl)c(C(=O)Oc2cccc(-c3cnc4ccccc4n3)c2)c1
    4	-6	-11	105	15	-2	0	-3.0	1	-3
- CCC1=NNC(=O)C(CC(=O)Nc2ccccc2)c2cc(OC)c(OC)cc21 (stereo not drawn)
    -12	4	-15	99	12	5	-2	-2.4	1	3
- O=c1oc(-c2cccnc2)nc2ccccc12
    11	-7	-6	77*	13	1	0	-3.1	1	3
- Cc1ccc(S(=O)(=O)Nc2c(C)n(C)n(-c3ccccc3)c2=O)cc1C(=O)OC(C)C(=O)N(C)c1ccccc1 (stereo not drawn)
    4	-9	-3	102	-2	-1	-3	0.4	20	2
- COc1ccc(/C=C2\SC(=O)N(CCCC(=O)Nc3cc(Cl)ccc3C(=O)O)C2=O)cc1
    -6	-4	-4	.	9	1	2	-1.9	31	12
- O=C(COc1ccccc1[N+](=O)[O-])Nc1ccc(NC(=O)c2cc3ccccc3o2)cc1
    -24	-6	9	89	-36	8	-1	7.3	-7	1
- CCC1C(=O)N(C)CCc2ccccc21 (stereo not drawn)
    27	-7	0	120	3	2	-3	-0.5	1	-2
- COc1ccc(/C=N/NC(=O)C(C)Sc2ccccn2)cc1[N+](=O)[O-] (stereo not drawn)
    22	0	0	101	16	11*	0	-3.1	-21	1
- COCCN(CCOC)c1nc(-c2ccc(C)cc2)nc2ccccc12
    2	-2	7	100	-14	-1	-1	3.0	10	-13
- COc1cccc(CNC(=S)Nc2cccc(Cl)c2C)c1
    3	6	0	100	-6	-1	1	1.3	-7	-5
- COc1ccc(NC(=O)c2nc(-n3nc(C)cc3C)ccc2Cl)cc1Cl
    5	0	2	.	-7	4	-9	1.3	4	-6
- Cc1nn(CC(=O)N(C)Cc2ccccc2)c(=O)c2cccn12
    -12	5	-2	108	3	1	6	-0.5	8	0
- COCCCNC(=O)c1cc2c(-c3ccc(Cl)cc3)nn(C)c2s1
    -16	-6	-2	99	-5	5	-3	0.9	0	-3
- Cc1nc(N2CCN(c3ccccn3)CC2)c2c(C)c(C(=O)Nc3ccc(F)cc3Cl)sc2n1
    -3	-4	1	.	4	1	1	-0.8	-6	-3
- CS(=O)(=O)N(Cc1cc2ccccc2[nH]c1=O)C1CCCCC1
    -9	-1	-4	89	6	3	-2	-1.1	14	1
- COc1ccccc1NC(=O)c1sc2nc(C)cc(C)c2c1N
    -9	1	4	.	-121	4	-3	24*	-3	-1
- O=C(CC12CC3CC(CC(C3)C1)C2)Nc1ccc2c(c1)COC2=O
    0	10	9	.	2	-3	3	-0.4	9	-2
- CCC1=C(OC(=O)N(CC)CC)N2C(=O)OC(=NCC3CC3)[C@]2(C)[C@H]2C1=CC[C@H]1C(=O)N(CC)C(=O)[C@H]12
    -15	-12	1	102	13	1	3	-2.4	1	-3
- COc1ccc(C(=O)N2CCC(n3nccc3NC(=O)C3CC3)CC2)c(OC)c1OC
    -4	0	-1	.	10	-1	-6	-2.0	2	-1
- COc1cccc(OCc2nnc(SCC(=O)OC3CCCCC3)n2C)c1
    -5	-19	5	102	6	-1	0	-1.3	5	-2
- O=C(CN1C(=O)NC2(CCc3ccccc3C2)C1=O)NCc1ccco1 (stereo not drawn)
    -3	7	6	109	4	12	2	-0.7	33	-2
- O=C(COC(=O)c1ccc(F)cc1F)Nc1cccc(S(=O)(=O)N2CCOCC2)c1
    26	1	-7	99	2	4	-2	-0.4	5	0
- CCCCNC(=O)c1ccc(NC(=O)CC2SC(N3CCCC3)=NC2=O)cc1 (stereo not drawn)
    -7	1	-11	94	6	3	-4	-1.5	27	0

Two of these compounds, set out differently.
compound	HTR5A inv ctr	PKA-R2B activ	PKA-R1A act	DSG3 Ab inh	OPRM1-OPRD1 inv	HTR5A ag	V-ATPase pH	MOR-DOR ag	Arrestin-AP2 inh	DAGLB inh
COc1cccc(CNC(=S)Nc2cccc(Cl)c2C)c1	3	6	0	100	-6	-1	1	1.3	-7	-5
COc1ccc(NC(=O)c2nc(-n3nc(C)cc3C)ccc2Cl)cc1Cl	5	0	2	.	-7	4	-9	1.3	4	-6

(listing goes on)
The line under a structure holds: HTR5A inv ctr	PKA-R2B activ	PKA-R1A act	DSG3 Ab inh	OPRM1-OPRD1 inv	HTR5A ag	V-ATPase pH	MOR-DOR ag	Arrestin-AP2 inh	DAGLB inh
- COCCNC(=O)C1(S(=O)(=O)c2ccccc2)CC=CC1
    -11	-1	3	102	9	4	-2	-1.6	26	-1
- CCOc1ccccc1/C=N/NC(=O)C[n+]1ccccc1
    -3	-12	-11	96	13	1	0	-2.5	-3	0
- CCCc1cc2c(=O)c(-c3ccc4c(c3)OCCO4)coc2cc1OS(C)(=O)=O
    13	-1	-6	.	-3	2	0	0.7	8	-3
- Cc1ccc(C)c(NC(=O)c2cc3c([nH]c4ccccc43)c(C)n2)c1
    6	3	-11	104	10	-2	5	-1.9	28	-5
- O=C(NCc1ccco1)C1CCN(C(=O)c2cc3sccc3n2Cc2ccc(F)cc2)CC1
    22	0	-7	98	8	-9	1	-1.4	-1	2
- CC(C)CCNC(=O)CCSCCC(=O)NCCC(C)C
    5	0	-14	100	9	-2	0	-1.8	-1	2
- O=C(NCc1cccs1)C1CCCN1C(=O)Nc1ccccc1Cl (stereo not drawn)
    -7	10	-8	.	-5	3	-2	0.7	35	-2
- O=C(NC(=S)NC1CCS(=O)(=O)C1)c1cccs1 (stereo not drawn)
    -9	-13	-1	.	5	-1	2	-0.9	3	-1
- CCN(CC)CCn1c2c(c(SCC(=O)Nc3ccc(C)c(F)c3)nc1=O)CCC2
    4	-19	3	101	2	-2	-2	-0.3	34	-2
- COc1ccc2nc(Nc3nc4cc5c(cc4s3)OCO5)sc2c1
    6	1	7	108	-15	0	6	3.2	32	2
- Cc1ccc(C(=O)NCC(c2ccco2)N2CCCCC2)s1 (stereo not drawn)
    3	-2	-1	95	-2	-1	6	0.5	4	-2
- CNC(=O)c1oc(-c2ccc(Cl)cc2)nc1C
    -3	-9	-13	95	10	-1	3	-1.9	8	-3
- COc1ccc(C(=O)OCC(=O)Nc2ncc([N+](=O)[O-])s2)cc1OC
    -3	-8	-14	90	17	1	1	-4.2	-3	8
- CCCCC(=O)Nc1ccc(C(=O)NNC(=O)CCc2ccccc2)cc1
    10	10	-3	104	11	-4	5	-1.9	7	-3
- O=C(O)C1=C[C@@H](C2CCCCC2)C[C@@H](OCc2ccc(CO)cc2)O1
    -17	-12	-6	99	3	6	0	-0.5	14	3
- C=CCNC(=O)NC(=O)Cn1c(=O)c2c(ncn2CC)n(Cc2ccccc2)c1=O
    5	-11	-1	95	10	-1	5	-2.2	18	0
- CCN(c1ccccc1)S(=O)(=O)c1ccc2c(c1)N(C(C)=O)CCS2
    -4	6	0	.	19	1	5	-3.7	-6	-3
- COCC(C)NC(=O)/C(=C/c1ccccc1)c1ccccc1 (stereo not drawn)
    10	-14	-7	91	2	-4	-3	-0.3	6	-2
- O=C1[C@H](Cc2ccccc2)NCC=CC[C@@H](c2ccc(Cl)cc2)N1Cc1ccc(Cl)cc1
    -20	-4	-2	97	-7	8	-1	1.2	-2	5
- O=C1CN(C(=O)COc2ccccc2F)c2ccccc2N1
    2	5	3	104	9	0	4	-1.8	20	2
- CC(/C=N/N1CCN(c2ccccc2)CC1)=C\c1ccco1
    -13	-5	2	97	-21	8	-1	3.7	-2	0
